hIAP activ: human IAP activators, primary screen, biochemical, luminescence, uHTS; purified human IAP, CDP-Star luminescence, 30 min; active compounds read high; 1 = vehicle-only enzyme, 0 = enzyme-free background; AID 2524, 2010; activation factor at 10 µM; actives 0.16% (n = 330,000);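 active = activation factor of the enzyme at least 2-fold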; also: the source names both 10 and 20 µM as test concentration; values of inactives mirror those of a sister screen read the other way
Target sequence (P09923 whole entry, looked up): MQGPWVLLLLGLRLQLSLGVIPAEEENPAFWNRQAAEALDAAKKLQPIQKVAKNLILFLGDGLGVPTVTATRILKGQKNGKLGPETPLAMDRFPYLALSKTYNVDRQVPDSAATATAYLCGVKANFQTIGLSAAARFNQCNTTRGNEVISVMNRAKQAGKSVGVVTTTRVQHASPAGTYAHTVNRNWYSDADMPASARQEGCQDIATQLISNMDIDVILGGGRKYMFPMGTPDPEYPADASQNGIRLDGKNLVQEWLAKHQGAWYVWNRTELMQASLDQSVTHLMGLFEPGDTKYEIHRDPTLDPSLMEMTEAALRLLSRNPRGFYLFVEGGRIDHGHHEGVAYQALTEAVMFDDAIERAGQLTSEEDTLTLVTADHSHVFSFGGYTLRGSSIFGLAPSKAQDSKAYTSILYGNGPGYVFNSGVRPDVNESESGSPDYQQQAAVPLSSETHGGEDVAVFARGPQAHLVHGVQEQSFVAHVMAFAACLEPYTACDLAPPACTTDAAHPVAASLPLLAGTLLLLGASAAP
NLRP3 yeast inh: NALP3 inflammasome inhibitors in reconstituted yeast, primary screen, luminescence, uHTS; Yeast reconstituted NLRP3/ASC/caspase-1, beta-gal luminescence, 24 h; inhibition, % at 10 µM; actives 0.39% (n = 330,000);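 active = inhibition of 50% or more; inactive = inhibition below 50%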;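 also: plate controls were induced DMSO wells for no effect and uninduced yeast grown without galactose for full effect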
APOBEC3G inh: APOBEC3G DNA deaminase inhibitors, primary screen, biochemical, fluorescence, single-stranded DNA substrate, uHTS | DNA dC->dU-editing enzyme APOBEC-3G (Homo sapiens), Q9HC16 | recombinant A3G, ssDNA deamination FAM/TAMRA fluorescence | inhibition, % at 20 µM | actives 0.28% (n = 330,000) | AID 493012, 2011;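 active = inhibition of at least 40% at 20 µM, with no more than 30% in the related APOBEC3A deaminase screen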;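 also: plate controls were DMSO wells with A3G for no effect and wells lacking A3G enzyme for full effect; some compounds called inactive have numbers as strong as hits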
Target sequence (Q9HC16 whole entry, looked up): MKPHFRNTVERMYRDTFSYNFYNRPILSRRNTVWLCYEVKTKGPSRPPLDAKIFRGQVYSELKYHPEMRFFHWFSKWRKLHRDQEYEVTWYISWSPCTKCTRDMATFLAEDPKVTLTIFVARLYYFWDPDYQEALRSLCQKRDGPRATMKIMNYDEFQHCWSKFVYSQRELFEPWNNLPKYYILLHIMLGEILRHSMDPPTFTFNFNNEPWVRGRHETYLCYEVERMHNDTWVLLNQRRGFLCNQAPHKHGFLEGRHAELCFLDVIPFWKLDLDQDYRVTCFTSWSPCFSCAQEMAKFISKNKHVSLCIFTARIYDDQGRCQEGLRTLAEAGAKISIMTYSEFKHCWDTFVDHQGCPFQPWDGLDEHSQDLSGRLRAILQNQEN
A3A deaminase: APOBEC3A ssDNA deaminase inhibitors, primary screen, selectivity assay for APOBEC3G inhibitor project, biochemical, FAM/TAMRA oligo cleavage fluorescence; inhibition, % at 20 µM; actives 0.41% (n = 330,000); DNA dC->dU-editing enzyme APOBEC-3A (Homo sapiens), P31941; recombinant A3A, FAM/TAMRA ssDNA deamination fluorescence; AID 493011, 2011;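 active = at least 40% inhibition at 20 µM here, with at most 30% in a related deaminase screen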;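 also: plate controls were A3A with DMSO for no effect and wells lacking A3A enzyme for full effect; some results filed as inactive read as strong as hits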
mIAP act: activators of mouse IAP, primary screen, biochemical, luminescence, uHTS; actives 0.24% (n = 330,000); intestinal alkaline phosphatase [Mus musculus]; AID 2805, 2010; muIAP, CDP-Star luminescence, 30 min; active compounds read high; 1 = vehicle-only enzyme signal, 0 = enzyme-free wells; activation factor at 10 µM;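 active = activation factor of at least 2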; also: the source names both 10 and 20 µM as test concentration; values of inactives mirror those of a sister screen read the other way
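Assay system: mouse IAP enzyme / Compound: DMSO-dissolved test compounds / Timing: 30 min, room temperature / Measured by: luminescence from enzymatic CDP-Star hydrolysis / Control set: DMSO-only wells, enzyme-free buffer wells as negative control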
MIN6 prolif: inducers of MIN6 beta-cell proliferation, primary screen, ATP luminescence, uHTS. AID 2380, 2010. actives 0.29% (n = 330,000). MIN6 cells proliferation, ATPlite luminescence, 48 h; cells starved in 0.2% serum; 100% = growth in 10% serum. proliferation, % at 10 µM;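 active = compounds whose signal lies at least 3.5 SD above the mean of all wells on their plate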;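 also: 0% = DMSO-treated cells in low-serum medium and 100% = 10% serum control; some compounds called inactive have numbers as strong as hits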
SENP1 inh: human SENP1 catalytic domain inhibitors, primary screen, biochemical, FRET, uHTS. Sentrin-specific protease 1 (Homo sapiens), Q9P0U3. inhibition, % at 10 µM. actives 0.21% (n = 360,000). AID 624204, 2012. recombinant SENP1 catalytic domain, CyPet-SUMO1-YPet FRET cleavage;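 active = inhibition at least 30% at 10 µM, raw YFP signal under a set limit, fluorescence ratio 0.5 to 1.5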;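 also: 0% = enzyme with DMSO and 100% = no enzyme wells; some results filed as inactive read as strong as hits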
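system = hSENP1 catalytic domain, recombinant | reagent = SFCypet-SUMO1-SFYpet substrate at 25 nM | doses = one dose per compound, 10 µM, 0.5% DMSO | incubation = enzyme reaction for 50 min at room temperature, dark | measured by = FRET, CFP and YFP emission | controls = no-enzyme low, enzyme-DMSO high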
mIAP block: inhibitors of mouse IAP, primary screen, biochemical, luminescence, uHTS; actives 0.2% (n = 330,000); AID 2806, 2010; purified mouse IAP, CDP-Star luminescence, 30 min; inhibition, % at 10 µM; intestinal alkaline phosphatase [Mus musculus];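 active = inhibition of at least 40% at 10 µM in the primary screen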;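 also: plate controls were DMSO with enzyme for no effect and no enzyme wells for full effect; values of inactives mirror those of a sister screen read the other way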
hIAP block: human IAP inhibitors, primary screen, biochemical, luminescence, uHTS; Intestinal-type alkaline phosphatase (Homo sapiens), P09923; actives 0.12% (n = 330,000); AID 2544, 2010; inhibition, % at 10 µM; purified IAP, CDP-Star luminescence, 30 min;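 active = inhibition reaching a set limit with compound at 10 µM in the primary screen, cut at about 35% in these data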;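 also: plate controls were DMSO wells with enzyme for no effect and no-enzyme buffer wells for full effect; values of inactives mirror those of a sister screen read the other way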
An asterisk follows results filed as active; nt = no result given. Not all compounds are listed; rates above refer to the full screens.

Results follow in this order: hIAP activ	NLRP3 yeast inh	APOBEC3G inh	A3A deaminase	mIAP act	MIN6 prolif	SENP1 inh	mIAP block	hIAP block
CCCCC(=O)NC(=S)Nc1c(C)cc(Br)cc1C
    1.1	19	-9	-1	0.88	-5	2	12	-12
COc1ccc(Cl)cc1NC(=O)CCN1CCOCC1
    0.9	7	-6	-1	0.9	-1	-1	10	10
CCCCN(C(=O)c1cccc(-n2cccc2)c1)c1c(N)n(Cc2ccccc2)c(=O)[nH]c1=O
    1.1	-2	45	92	1	1	-6	-4	-13
COc1ccccc1OCCSc1nnc(CNC(=O)c2ccco2)n1C
    1.1	8	6	48*	1	0	0	0	-15
Cc1cc(C)c(NC(=O)Cn2c(=O)c3cccn3c3ccccc32)c(C)c1
    0.87	13	-5	-3	1	5	-4	-1	13
CC1(C)CC(=O)CC(=O)/C1=N\Nc1c(Cl)cc(Cl)cc1Cl
    0.93	13	-6	-2	0.98	0	1	2	8
c1ccc2cc(-c3cc4ccccn4c3)ccc2c1
    1	25	-6	-4	0.96	-3	-10	4	-1
CCCNC(=O)Nc1cc(S(=O)(=O)CC)ccc1O
    0.9	7	-10	-3	0.95	-1	0	5	10
CCCCn1c(N)c(N(CCOC)C(=O)COC(=O)COc2ccc(CC)cc2)c(=O)[nH]c1=O
    0.98	27	-5	1	1	-2	1	0	2
O=C(COC(=O)c1nc(Cl)ccc1Cl)NCc1cccs1
    1	0	-7	1	0.99	-3	1	0	0
Cc1cc(CNC(=O)CC2C(=O)NCCN2Cc2ccccc2C(F)(F)F)nn1C (stereo not given)
    1.2	4	-8	1	0.98	-1	-2	2	-18
CCOC(=O)C1CCN(Cc2cnc(Oc3ccc(OC)cc3)s2)CC1
    0.85	23	-8	-4	0.96	0	2	4	15
COc1ccccc1-c1cc(C(F)(F)F)nc(S(C)(=O)=O)n1
    0.77	-20	-1	-2	1.1	-6	4	-8	23
O=C(Cn1cccc1)N1CCc2ccccc21
    0.76	0	-4	2	0.91	-1	-2	9	24
Cc1oc(-c2cccs2)nc1CN1CCN(C(C)C)C(CCO)C1 (stereo not given)
    1	-1	-5	-4	0.96	0	-6	4	-3
CCC(C)(C)NC(=O)CN(Cc1cccs1)C(=O)CNS(=O)(=O)c1ccc(C)cc1
    1.5	0	-3	-3	1	-4	2	-3	-48
c1ccc(C[C@H]2CNCCN2CCCCC2CCCCC2)cc1
    0.99	19	-2	1	1.1	-8	-1	-7	0
Cc1cc(C)c(S(C)(=O)=O)c(N(C)NC(=O)c2c(F)cccc2F)n1
    0.96	15	0	1	0.98	-2	-1	2	4
O=C(CNC(=O)c1ccco1)Nc1ccc(Br)cc1
    1	-2	-5	1	0.96	2	2	4	-1
CC1(C)CC2CC(C)(CN2C(=O)c2ccc([N+](=O)[O-])cc2[N+](=O)[O-])C1 (stereo not given)
    0.86	21	-9	-2	1	0	4	-3	14
O=C(COC(=O)CNC(=O)c1ccc(Cl)c([N+](=O)[O-])c1)NNC(=O)c1cccs1
    1.2	12	1	3	0.99	1	2	0	-18
CCOC(=O)C1CCN(c2c(N3CCCC(C(=O)OCC)C3)c(=O)c2=O)CC1 (stereo not given)
    0.96	10	-11	-4	1	-2	2	-3	4
COc1cc(/C=N/OCC(=O)NC2CCCCC2C)ccc1OCc1ccc(Cl)cc1 (stereo not given)
    0.92	29	-4	6	0.99	-5	-9	0	8
CCC1(C)Cc2c(sc3[nH]c(=O)[nH]c(=O)c23)CS1 (stereo not given)
    1	18	-6	-3	0.99	-3	-13	1	-2
Cc1cc2c(c(=O)o1)C(CC(C)C)C(C#N)=C(N)O2 (stereo not given)
    1	18	-7	-4	1.1	1	-1	-11	-2
CC(CCc1ccccc1)NCC#N (stereo not given)
    1.1	6	-4	1	0.9	2	1	10	-6
Cc1cc(C)cc(-n2c(O)c(C=NC3CCS(=O)(=O)C3)c3ccccc3c2=O)c1 (stereo not given)
    0.77	4	-7	-6	0.92	-3	1	8	23
Nc1c(N(CCO)C(=O)C2CCCCC2)c(=O)[nH]c(=O)n1Cc1ccccc1
    1.1	0	-2	2	0.94	-2	-48	6	-10
c1ccc(N2CCN(c3nc(-c4ccccn4)nc4ccccc34)CC2)cc1
    1.3	38	4	0	0.88	-4	2	12	-34
O=C1c2ccccc2C(=O)N1Cc1nc2ccccc2c(=O)n1CCCN1CCOCC1
    0.87	-1	1	5	1.1	-2	1	-8	13
CS(=O)(=O)N(CC(=O)Nc1ccc2c(c1)OCCO2)Cc1ccccc1
    1	13	-6	-1	1	1	2	0	-2
O=Cc1sc([O-])nc1-[n+]1ccc2ccccc2c1
    1	13	-6	-4	0.93	-1	nt	7	0
COc1ccc(NC(=O)CCCNC(=O)c2ccc(Cl)cc2)c(OC)c1
    0.99	-3	-1	4	1	0	2	-4	1
COc1ccccc1NC(=O)c1cnc2c(-c3ccccc3)c(C)nn2c1C
    0.9	9	0	1	0.97	0	1	2	10
COc1ccc(/C(N)=N/OC(=O)CSc2ccc(C)cc2)cc1
    0.79	21	-2	2	0.92	4	-1	8	22
O=S1(=O)CCN(Cc2ccc(Cl)c(C(F)(F)F)c2)CC1
    0.87	-25	-5	-3	0.95	4	1	5	13
CC(=O)c1cccc(NC(=O)C2CC(=O)N(c3cccc(C)c3C)C2)c1 (stereo not given)
    0.92	4	-8	1	0.94	1	-1	6	8
CC(C)Cn1c(CCCNC(=O)c2ccc(F)cc2)nc2ccccc21
    1	16	0	0	1	2	1	-2	0
COc1ccc(CCNC(=O)CCOc2ccc(C)cc2)cc1OC
    0.97	21	26	-2	1.1	-6	-1	-9	2
O=C1NC(=O)[C@@H]2C3c4ccccc4C=CN3[C@H](C(=O)c3cccs3)[C@H]12 (stereo not given in full)
    0.99	12	-5	-2	0.96	-2	nt	4	1
Cn1ccnc1C(O)(c1ccccc1)c1nccn1C
    1	1	-4	13	0.89	3	-1	12	-2
Cc1ccc(CNC(=O)c2nnc(CS(=O)(=O)c3ccccc3)o2)cc1
    1.1	10	2	1	0.98	-5	-1	2	-12
CC(C)CCNC(=O)CSc1nc2ccccc2c(=O)[nH]1
    0.83	4	-1	2	1	0	1	-4	17
CCC(CC)c1nnc(NC(=O)c2ccc(N3CCCCC3)c([N+](=O)[O-])c2)s1
    1.4	10	1	1	0.92	-3	1	8	-40
COc1cccc(NC(=O)CC2C(=O)NCCN2C(=S)Nc2ccc(F)cc2)c1 (stereo not given)
    0.97	-10	-5	1	0.96	-2	2	4	3
CCOc1ccccc1-c1nc(SCC(=O)O)n[nH]1
    1.1	15	-1	2	1	-1	-1	-3	-14
Cc1c(OCC(=O)N(C)C)ccc2c3c(c(=O)oc12)CCCCC3
    0.87	17	1	3	1.1	0	-2	-10	13
O=C(C1=C(O)C(=O)N(CCN2CCOCC2)C1c1ccc(Br)cc1)c1cc2ccccc2o1 (stereo not given)
    1	7	1	0	0.98	-4	-9	2	-4
O=c1cc(O)c(-c2cccc(Cl)c2)c(Cl)[nH]1
    0.93	15	1	0	1.1	-1	0	-6	8
C/C(=N\Nc1ccc(C#N)cc1[N+](=O)[O-])c1ccc(C)o1
    1	17	4	2	0.89	-1	0	11	-2
COC(=O)c1c(C#N)c(N)nc2c1CCCC2
    0.87	16	-4	-3	0.91	2	-31	9	13
Cn1c(=NC(=O)CSCC(=O)N2CCOCC2)sc2ccccc21
    0.93	1	-2	-3	0.9	-3	1	10	7
CNC(=S)Nc1cc(C(F)(F)F)ccc1Cl
    1	-20	-7	-4	1.1	2	2	-12	0
CC(C)CCOCC(=O)Oc1ccccc1C(=O)O
    1.2	19	-6	1	0.97	1	1	2	-16
CCN1CCN(S(=O)(=O)c2ccc(C(=O)Nc3ccccc3)cc2)CC1
    1	-3	-7	-5	1	1	0	-3	-2
COc1cccc(NC(=O)C2CC(=O)N(Cc3ccco3)C2)c1 (stereo not given)
    0.93	6	-6	-3	1.1	3	1	-9	7
CCOc1ccc(Nc2nnc(Cc3ccc(OC)cc3)c(=O)[nH]2)cc1
    0.97	-5	-2	2	1	-3	-3	-3	3
NNc1nc(-c2ccccc2)cc(-c2ccccc2)n1
    1	18	-10	-3	1.1	-2	4	-7	-3
COc1ccc(C(=O)c2cc3c(cc2[N+](=O)[O-])OCCO3)cc1
    1.2	7	-3	-1	0.98	-2	2	2	-19
O=C(N/N=C/c1cccs1)c1ccc2ncccc2c1
    0.99	6	-9	-1	0.88	-1	0	12	1

(list continues)
Results follow in this order: hIAP activ	NLRP3 yeast inh	APOBEC3G inh	A3A deaminase	mIAP act	MIN6 prolif	SENP1 inh	mIAP block	hIAP block
COc1ccc(C(=O)NC(C)c2nnc(SCC(=O)Nc3nc(C)cs3)n2C)cc1 (stereo not given)
    0.99	-8	-3	0	1	1	3	-1	0
CC1=CC(C)(C)N2C(=O)C3(C(C#N)=C(N)Oc4cc(O)ccc43)c3c(C)c(C)cc1c32 (stereo not given)
    0.97	-1	-2	0	1	-6	-4	-2	3
c1ccc2sc(NC3=NCN(CCN4CCOCC4)CN3)nc2c1
    1.1	22	-18	-3	1.1	-2	4	-6	-12
Cc1ccc(CNS(=O)(=O)c2ccc(-n3cnnn3)c(C)c2)cc1
    0.86	24	-10	-4	0.91	-1	3	10	14
CCC(c1nnc(SCC(=O)Nc2cc(C)on2)o1)N(C)C (stereo not given)
    0.94	13	-5	-2	0.97	-1	0	3	6
Fc1ccc(N/N=C(/c2ccccc2)c2ccccn2)cc1
    0.89	-3	-7	1	0.91	0	1	9	11
CC(=O)Nc1ccc(S(=O)(=O)Nc2ccccc2N2CCOCC2)cc1
    1	15	-1	2	1.1	-1	0	-7	0
COc1ccc(O)c(C2=Nc3ccccc3N=C(c3ccco3)C2)c1
    1	4	-3	11	1	-1	10	-1	-5
C(=N\Nc1nc(-c2ccccc2)cs1)/c1cccs1
    1.1	-9	-9	-5	0.88	-2	0	12	-11
CC(NC(=O)C1CCCCC1)c1ccc2c(c1)OCCO2 (stereo not given)
    0.81	21	-4	-3	1	1	-1	-1	19
